High-throughput results as filed in PubChem.
Hsp70 displacement = small molecules displacing fluorescent ligand from Hsp70 – biochemical, fluorescence polarization, primary screen (AID 583); Hsp70 fluorescence polarization probe displacement, mP; higher % means a stronger effect; 0.06% of 140,000 active; one-dose displacement, % at 20 µM; IC50 in µM for titrated hits; in the data active means displacement above about 50%;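 further: plate controls were vehicle for no effect and reference ligand for full effect; a part of the inactive calls stands beside numbers as strong as those of hits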
MKP-3 inhibition = inhibition of rat DUSP6 enzyme activity – biochemical, in vitro, primary screen (AID 425). 0.17% of 110,000 active. recombinant MKP-3 phosphatase activity, fluorescence; higher % means a stronger effect. inhibition, % at 20 µM, or IC50 in µM where a hit was titrated; in the data active means inhibition above about 50%;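 further: plate controls were vehicle for no effect and reference inhibitor for full effect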
Active calls of the source: *; / = no result given; & = joins results of further samples.

Preview (2 entries):
molecule	Hsp70 displacement	MKP-3 inhibition
CCOC(=O)Cc1csc(NC(=O)CS(=O)(=O)Cc2ccccc2)n1	2.1%	-10%
CCCCOc1ccc(C=C2C(=O)N(C)C(=O)N(C)C2=O)cc1	1.6%	0%

This part in full, from the start:
molecule	Hsp70 displacement	MKP-3 inhibition
CCOC(=O)Cc1csc(NC(=O)CS(=O)(=O)Cc2ccccc2)n1	2.1%	-10%
CCCCOc1ccc(C=C2C(=O)N(C)C(=O)N(C)C2=O)cc1	1.6%	0%
NC(=O)NC(c1ccccc1)c1cccc(Cl)c1 (stereo not given)	-7.4%	0%
CCOCCOC(=O)C1=C(C)NC2=C(C(=O)CCC2)C1c1cccc(F)c1 (stereo not given)	2.0%	-1%
COc1ccc(NC(=O)CC(C)Cc2ccc(Cl)cc2)cc1 (stereo not given)	6.0%	0%
CC1(C(=O)Nc2nnc(C(C)(C)C)s2)Cc2ccccc2C(=O)O1 (stereo not given)	-5.1%	/
COc1ccc(CCNC(=O)c2ccccc2)cc1OC	-6.8%	-2%
O=C(OC(C(=O)NCC1CCCO1)c1ccccn1)c1cccs1 (stereo not given)	-3.9%	-9%
Clc1ccc(CSc2nncn2-c2ccccn2)cc1	-4.1%	3%
CCn1c(CC(=O)Nc2cccc(OC)c2)nnc1SCC(=O)N1CCN(c2ccccc2)CC1	-1.4%	-6%
CCCC1c2ccc(C)n2CCN1C(=O)Nc1ccc(F)cc1 (stereo not given)	1.9%	-5%
COC(=O)CCN(C(=O)c1ccc(OC(C)=O)cc1)c1ccccn1	-4.2%	/
CCN(CC)S(=O)(=O)c1cc(C(N)=O)ccc1Br	-3.0%	-2%
Cc1ccc(N2NC(=O)/C(=C\c3ccc4c(c3)OCO4)C2=O)cc1	-0.5%	-2%
Cc1cccc(C(=O)Nc2cccc(C(N)=O)c2)c1	-1.8%	0%
O=C(c1cc(S(=O)(=O)N2CCOCC2)c(Cl)cc1Cl)N1CCCCC1	6.7%	-9%
CC(C)(C)OC(=O)NC(Cc1c[nH]c2ccccc12)C(=O)N1CCOCC1 (stereo not given)	1.5%	4%
CCOc1cc(/C=C2/C(=O)NC(=O)N(c3ccc(OC)cc3)C2=O)cc(Cl)c1O	0.5%	3%
c1ccc2c(Cn3nnc4ccccc43)cccc2c1	4.1%	-16%
CCOC(=O)N1CCN(C(=O)COc2ccc(Cl)cc2Br)CC1	-6.1%	4%
CCOC(=O)CNC(=O)CSc1nnc(-c2ccccc2)n1Cc1ccco1	-3.0%	0%
CCOc1ccc(NC(=O)Nc2cccs2)cc1	1.2%	/
CCOC(=O)c1c(NC(=O)COc2ccc(Cl)cc2)sc2c1CCC2	-7.4%	0%
CCOC(=O)C1=C(O)/C(=C/c2ccc(O)c(OCC)c2)SC1=Nc1cccc(Cl)c1	1.6%	2%
Cc1ccc(NCc2ccccc2O)cc1	-6.2%	/
CCOC(=O)C1CCN(CC(O)COc2ccc(C(C)(C)C)cc2)CC1 (stereo not given)	-0.3%	-10%
O=C(CCNS(=O)(=O)c1ccc(Cl)cc1)NCc1cccnc1	0.9%	-2%
CCOC(=O)N1CCN(C(=O)CCSc2ccc(C)cc2)CC1	0.6%	-8%
CCN(CC)CCCN1C(=O)C(O)=C(C(=O)c2ccco2)C1c1ccc(OC(C)C)cc1 (stereo not given)	0.6%	-2%
O=C1N=C(N2CCCC2)S/C1=C\c1cccc(O)c1	1.7%	2%

Look-ups from the list.
CC(C)(C)OC(=O)NC(Cc1c[nH]c2ccccc12)C(=O)N1CCOCC1 (stereo not given) in MKP-3 inhibition → 4%
CCOC(=O)CNC(=O)CSc1nnc(-c2ccccc2)n1Cc1ccco1 in MKP-3 inhibition → 0%
c1ccc2c(Cn3nnc4ccccc43)cccc2c1 in MKP-3 inhibition → -16%
COC(=O)CCN(C(=O)c1ccc(OC(C)=O)cc1)c1ccccn1 in Hsp70 displacement → -4.2%

Five entries already listed, arranged by number of heavy atoms, falling.
molecule	Hsp70 displacement	MKP-3 inhibition
CCOC(=O)C1=C(O)/C(=C/c2ccc(O)c(OCC)c2)SC1=Nc1cccc(Cl)c1	1.6%	2%
CCOCCOC(=O)C1=C(C)NC2=C(C(=O)CCC2)C1c1cccc(F)c1 (stereo not given)	2.0%	-1%
CCOC(=O)C1CCN(CC(O)COc2ccc(C(C)(C)C)cc2)CC1 (stereo not given)	-0.3%	-10%
COC(=O)CCN(C(=O)c1ccc(OC(C)=O)cc1)c1ccccn1	-4.2%	/
CC1(C(=O)Nc2nnc(C(C)(C)C)s2)Cc2ccccc2C(=O)O1 (stereo not given)	-5.1%	/

Next records:
molecule	Hsp70 displacement	MKP-3 inhibition
O=C(Cc1ccc(Br)cc1)Nc1ccc(Cl)c([N+](=O)[O-])c1	-3.3%	1%
Cc1cccc2c(N=NC(=O)c3ccc(Br)cc3)c(O)n(C)c12	-1.7%	1%
CCOC(=O)N1CCC(NC(=O)CCc2nc(-c3ccccc3F)no2)CC1	-1.3%	-16%
CCOC(=O)c1sc(NC(=O)CSc2nnc(C)s2)c(C(=O)OCC)c1C	-9.6%	5%
O=C(N/N=C/c1ccccn1)c1[nH]c2ccc([N+](=O)[O-])cc2c1-c1ccccc1	-1.6%	1%
O=C(C1CC1)N1CCN=C1SCc1ccc(F)cc1	-1.0%	3%
C=CCn1c(-c2ccccc2)c(NC(=O)c2ccco2)sc1=Nc1ccc(Br)cc1	-1.7%	4%
CCC(Sc1nnnn1C)C(=O)Nc1ccc(C(C)=O)cc1 (stereo not given)	-2.5%	-12%
COc1ccc(OCC(=O)Nc2cccc3ncccc23)cc1	3.7%	-6%
CN(C)c1cccc(C(=O)N2CCN(c3ccc(F)cc3)CC2)c1	15%	5%
COc1ccc(CCNC(=O)c2c(-c3ccccc3Cl)noc2C)cc1	5.5%&0.3%	0%
COC(=O)C(Cc1ccc(O)cc1)NC(=O)c1ccccc1OC (stereo not given)	-2.9%	4%
CCCN1CCN(C(=O)Cn2cccc2C(=O)c2ccccc2)CC1	-0.6%	-4%
CCOC(=O)C1CCCN(C(=O)c2cn(CC(C)C)c(=O)c3cc(OC)c(OC)cc23)C1 (stereo not given)	-0.8%	4%
NC(CSC12CC3CC(CC(C3)C1)C2)C(=O)O (stereo not given)	-1.0%	-6%
CCOC(=O)Cc1c(C)nc2c(-c3ccccc3OC)c(C)nn2c1C	1.8%	/
Cc1ccc(C2=C/C(=C\c3cccnc3)C(=O)O2)cc1	-1.1%	3%
CSc1cccc(NC(=O)C(C)NS(=O)(=O)c2ccc(F)cc2)c1 (stereo not given)	-2.1%	/
COc1cccc(N(CC(=O)Nc2ccccc2Br)S(=O)(=O)c2ccccc2)c1	-7.1%	1%
CCCn1c(SCC(=O)NC(=O)Nc2ccc(C)cc2C)n[nH]c1=O	-1.1%	-20%
COc1ccc(S(=O)(=O)Cc2ccc(C(=O)N3CCN(c4cccc(C)c4)C(C)C3)o2)cc1 (stereo not given)	-4.3%	1%
CC1=C/C(=C/N(C)c2ccccc2)C(=O)S1	8.1%	-3%
CCC(=O)Nc1ccc2oc(-c3cccc(C)c3)nc2c1	-2.7%	-3%
O=C(NCC1CCCO1)C1CCC(N2C(=O)c3ccccc3C2=O)CC1 (stereo not given)	1.8%	-2%
CCOC(=O)c1ccccc1NC(=O)c1cc(-c2cccs2)nc2ccccc12	2.2%	0%
Cc1ccc(CN2CCN(c3ccccn3)CC2)s1	0.9%	/
CC(=O)Oc1ccc(N(C(C)=O)S(=O)(=O)c2cccs2)cc1	1.0%	0%
COc1ccc(N2CCN(C(=O)CCCOc3cc(=O)n(C)c4ccccc34)CC2)cc1	2.1%	-3%
C(=C\c1ccccc1)/C1=Nc2ccccc2NC(c2ccccc2)C1 (stereo not given)	2.4%	3%
CCCn1c(=O)c(C(=O)Nc2ccncc2)c(O)c2ccccc21	/	7%

Continuation.
molecule	Hsp70 displacement	MKP-3 inhibition
CCC(Oc1ccccc1)C(=O)Nc1c(C)n(C)n(-c2ccccc2)c1=O (stereo not given)	1.1%	0%
CCOc1ccc2cc(S(=O)(=O)N3CCN(C)CC3)ccc2c1	/	1%
COc1ccc(CNC(=O)c2c(O)c3ccccc3n(C)c2=O)cc1OC	3.8%	-5%
Clc1ccc2nc(CN3CCCCC3)cn2c1	-0.7%	-12%
Cc1ccc(C)c(S(=O)(=O)N=Nc2c(O)[nH]c3ccc(Br)cc23)c1	0.9%	0%
CN(Cc1nc(-c2cccnc2)no1)S(=O)(=O)c1ccc(Br)cc1	5.9%	-4%
COc1ccccc1CC(=O)NCc1ccc2c(c1)OCO2	4.6%	-4%
COC(C)(C)c1cc(C(C)(C)C)nc(N)n1	1.1%&-3.3%	-8%&-4%
O=C(CN1C(=O)C2CCc3[nH]c4ccccc4c3C2C1=O)N1CCCC1 (stereo not given)	6.5%	-1%
CCC1CCCCN1S(=O)(=O)c1ccc(S(=O)(=O)N(Cc2cccs2)C2CC2)cc1 (stereo not given)	-0.6%	0%
Cc1cc(C)c2nc3s/c(=C\c4ccc(-c5ccc(Cl)c(C(=O)O)c5)o4)c(=O)n3c2c1	18%	20%
CCN(CC)CCCNC(=O)C1c2ccccc2Oc2ccccc21	-0.6%	0%
COC(=O)c1ccccc1NC(=O)c1cc2sccc2n1C	-20%	-13%
CC1CCN(CCCNC(=O)COc2cc(=O)n(C)c3ccccc23)CC1	-2.6%	3%
O=C(NC1CC2CCC1C2)C1CCN(S(=O)(=O)c2ccc(-c3nn[nH]n3)cc2)CC1 (stereo not given)	-0.3%	-13%
COC(=O)COc1ccc2c(=O)c(Oc3ccccc3Br)c(C(F)(F)F)oc2c1	-0.4%	1%
CCOC(=O)N1CCN(c2c(N3CCc4ccccc4C3)c(=O)c2=O)CC1	-0.7%	11%
CC(NC(=O)CN1C(=O)COc2ccccc21)c1ccccc1 (stereo not given)	-6.2%	-11%
Nc1ccc2oc(-c3cccs3)nc2c1	5.3%	7%
COc1cccc(C(=O)CSc2nnc(COc3cccc4cccnc34)o2)c1	3.7%	-11%
NC(=O)c1ccc(Br)c(S(=O)(=O)N2CCCCC2)c1	-2.1%	-8%
COc1ccc(C(=O)NCCN2CCCC2)cc1OC	-3.3%	/
CCOC(=O)C1CCN(C(=O)CN(Cc2ccccc2)S(C)(=O)=O)CC1	-0.5%	-1%
COc1c(C)cc(Br)cc1C(=O)O	-7.1%	-10%
CC(C)CNC(=O)c1cc(C(=O)NCC(C)C)cc(C(=O)Nc2ccc([N+](=O)[O-])cc2)c1	-1.8%	-3%
O=C(NCCCN=C1NS(=O)(=O)c2ccccc21)c1ccco1	0.5%	/
Cc1ccc(S(=O)(=O)Oc2ccc(/C=N/NC(=O)c3nn(C)cc3Cl)cc2)cc1	1.5%	/
O=C(Nc1ccc(Cl)c(Cl)c1)Nc1nnc(-c2ccccc2F)s1	2.9%	-1%
c1ccc(Cn2c(SCc3cn4cccnc4n3)nnc2-c2ccco2)cc1	-0.4%	3%
Cc1cc(NC(=O)CN2CCCCCCC2)no1	-1.4%	3%

Remaining list, next part.
molecule	Hsp70 displacement	MKP-3 inhibition
O=c1oc(-c2cccc(F)c2)nc2ccc(Cc3ccc4nc(-c5cccc(F)c5)oc(=O)c4c3)cc12	0.1%	0%
CN(Cc1ccccc1)C1CC(=O)N(c2ccc(C(=O)O)cc2)C1=O (stereo not given)	-3.7%	-9%
CCOC(=O)C1=C(C)NC2=C(C(=O)CCC2)C1c1ccccc1[N+](=O)[O-] (stereo not given)	6.3%	4%
O=C(CN(C(=O)CCC(=O)Nc1nccs1)c1cccc(F)c1)NCC1CCCO1 (stereo not given)	-1.4%	1%
Cc1c(Cc2ccccc2)c(=O)oc2cc(OCC(=O)C(C)(C)C)ccc12	-1.3%	-2%
Cc1ccc(C(C)C)c(OCC(=O)Nc2ccc(Cc3ccncc3)cc2)c1	1.6%	5%
COC(=O)c1c(/N=C/N(C)C)sc2c1CCN(c1ncc(C(F)(F)F)cc1Cl)C2	-2.7%	/
Cc1ccc(OCCSc2nc3ccccc3n2CCO)c(C(C)C)c1	2.4%	0%
CCCn1c(SCC(=O)Nc2nccs2)nnc1-c1cccnc1	1.4%	-2%
O=C(NC1CCS(=O)(=O)C1)c1ccc(-c2ccc(Br)cc2)o1 (stereo not given)	-4.5%	-11%
O=C(O)C1C2C=CC(C2)C1C(=O)NCc1ccc2c(c1)OCO2 (stereo not given)	-4.9%	-7%
Cc1c(NC(=O)Cn2[nH]c(=O)c3ccccc3c2=O)c(=O)n(-c2ccccc2)n1C	-3.3%	/
COC(=O)CSc1nc2ccccc2o1	2.4%	-3%
O=S(=O)(/N=C(/Nc1cccc(O)c1)c1ccccc1)c1ccc(Cl)cc1	-5.2%	-3%
Oc1ccccc1C=NC1=NN(c2cccc(C(F)(F)F)c2)CC1	-2.0%&23%	0%
CCCC(=O)O[C@H]1C[C@@H](C)N(C(=O)c2ccccc2)c2ccc(C)cc21	0.6%	/
Cc1sc2nc(CN3CCOCC3)nc(NS(=O)(=O)c3ccc4c(c3)OCCO4)c2c1C	3.0%	6%
COc1ccccc1CNC(=O)C(OC)c1ccccc1 (stereo not given)	-4.2%	3%
Cc1ccc(N2NC(=O)/C(=C/c3cc([N+](=O)[O-])ccc3Cl)C2=O)cc1C	-5.0%	2%
CC(C(=O)Nc1cccnc1)N1C(=O)C2C3C=CC(C3)C2C1=O (stereo not given)	2.1%	-2%
Cc1cc(C)nc(NS(=O)(=O)c2ccc(NS(=O)(=O)c3ccc4c(c3)C(=O)c3ccccc3-4)cc2)n1	6.2%	-2%

Only part of the results is shown. The share of hits here may be higher or lower than overall.
